# APOBEC3G inh = blocks human APOBEC3G single-stranded DNA deamination. Q9HC16. recombinant A3G, ssDNA deamination FAM/TAMRA fluorescence. inhibition, % at 20 µM. 330,000 tested, 0.28% active. AID 493012;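 active means inhibition of at least 40% at 20 µM, with no more than 30% in the related APOBEC3A deaminase screen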;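 further: plate controls were DMSO wells with A3G for no effect and wells lacking A3G enzyme for full effect; some compounds called inactive have numbers as strong as hits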
# Gli-Sufu block = blocks Gli-Sufu signaling in a luciferase reporter | Sufu-KO-LIGHT fibroblasts, Gli luciferase reporter luminescence | inhibition, % at 5 µM | 340,000 tested, 0.74% active;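 active means inhibition above about 55%, limit read from the data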;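 further: 0% = DMSO-treated cells and 100% = wells with medium but no cells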
# NR3A LBD binder = modulators (binders) of human NR3A ligand-binding domain; NR3A LBD differential scanning fluorimetry, Tm shift; 0% = protein alone, 100% = glycine-bound protein; Tm shift relative to glycine control, % at 25 µM; 340,000 tested, 2.5% active;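 active means melting temperature shift of at least 10% of the positive control shift, at one fixed dose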
# CXCR6 inh = CXCR6 (human) receptor inhibition | CHO-K1 PathHunter CXCR6 beta-arrestin, luminescence | inhibition, % at 20 µM | 360,000 tested, 0.36% active | AID 602244; in the data active means inhibition above about 34%, passing the limit was not always enough;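 further: antagonist mode with CXCL16 agonist at 10 nM final; 0% = 10 nM CXCL16 with DMSO and 100% = unstimulated wells without agonist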
# Target sequence (O00574 whole entry, looked up): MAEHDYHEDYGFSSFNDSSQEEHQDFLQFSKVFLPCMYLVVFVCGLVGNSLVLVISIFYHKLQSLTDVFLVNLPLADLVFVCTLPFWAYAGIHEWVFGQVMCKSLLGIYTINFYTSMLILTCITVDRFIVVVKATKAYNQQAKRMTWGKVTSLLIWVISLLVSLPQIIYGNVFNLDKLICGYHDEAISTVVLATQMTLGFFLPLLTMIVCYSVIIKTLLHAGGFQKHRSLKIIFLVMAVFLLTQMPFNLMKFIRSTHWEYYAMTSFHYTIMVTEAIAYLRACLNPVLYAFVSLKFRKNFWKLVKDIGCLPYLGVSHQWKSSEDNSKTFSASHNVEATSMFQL
# CCR6 antag = blocks CCL20-driven beta-arrestin recruitment at human CCR6; inhibition, % at 20 µM; P51684; 340,000 tested, 0.49% active; CHO-K1 CCR6 PathHunter beta-arrestin, luminescence, CCL20-stimulated;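 active means compounds whose inhibition of the agonist-driven luminescence signal at 20 µM reaches about 50%, limit read from the data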;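 further: cells stimulated with CCL20 at 14 nM final; plate controls were DMSO with CCL20 for no effect and DMSO without agonist for full effect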
# MPTP inh = blocks calcium-induced mitochondrial swelling. isolated mouse mitochondria, Ca2+ swelling absorbance, 30 min. inhibition, % at 10 µM. 360,000 tested, 1.4% active;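 active means inhibition of 50% or more, scaled per plate between neutral and stimulator controls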;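 further: 0% = DMSO wells given calcium and 100% = 1 mM EGTA wells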
# EBI2 block = blocks human EBI2 receptor beta-arrestin signaling. P32249. EBI2 beta-arrestin recruitment, luminescence, 7a,25-OHC stimulated. inhibition, % at 5 µM. 360,000 tested, 0.81% active; in the data active means inhibition above about 38%;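 further: enzyme fragment complementation signal reports receptor beta-arrestin coupling in cells; 0% = agonist plus DMSO wells and 100% = wells without agonist; some results beyond the cut were filed as inactive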
# Target sequence (P32249 whole entry, looked up, the tested form may be a part): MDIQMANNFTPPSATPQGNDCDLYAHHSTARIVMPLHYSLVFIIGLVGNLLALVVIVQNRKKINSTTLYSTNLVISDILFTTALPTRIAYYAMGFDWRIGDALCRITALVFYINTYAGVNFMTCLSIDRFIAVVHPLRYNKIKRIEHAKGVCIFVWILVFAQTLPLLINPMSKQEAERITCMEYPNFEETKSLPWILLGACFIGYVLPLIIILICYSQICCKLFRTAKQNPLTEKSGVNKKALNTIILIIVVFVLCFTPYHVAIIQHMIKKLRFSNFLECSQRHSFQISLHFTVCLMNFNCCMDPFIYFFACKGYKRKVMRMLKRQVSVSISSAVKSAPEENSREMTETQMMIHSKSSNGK
# A3A deaminase = blocks human APOBEC3A ssDNA deamination. P31941. recombinant A3A, FAM/TAMRA ssDNA deamination fluorescence. inhibition, % at 20 µM. 330,000 tested, 0.41% active. AID 493011;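 active means at least 40% inhibition at 20 µM here, with at most 30% in a related deaminase screen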;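 further: plate controls were A3A with DMSO for no effect and wells lacking A3A enzyme for full effect; some results filed as inactive read as strong as hits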
# * marks the source's active call; other numbers are inactive results; . = not tested or not shown.
1) C=CC(=O)NCCCc1cc(C(C)(C)C)c(O)c(C(C)(C)C)c1
2) CCN(C(=O)CSc1nnc(-c2ccccc2Cl)n1N)c1c(N)n(Cc2ccccc2)c(=O)[nH]c1=O
3) CC/C(C)=N/N1C(=O)c2ccccc2NC1(C)CC (stereo not given)
4) CCCN(C(=O)CCOc1ccc(C(C)(C)C)cc1)c1c(N)n(Cc2ccccc2)c(=O)[nH]c1=O
5) CCC(c1nnnn1Cc1ccco1)N1CCC(C(N)=O)CC1 (stereo not given)
6) CC(C)NC(=O)[C@]1(C)CCC[C@@]2(C)C3CC[C@@]4(C)C[C@]3(CCC21)CC4=O (stereo not given in full)
7) CC(C)CCNC(=O)C(=O)Nc1ccc2c(c1)N(S(=O)(=O)c1cccs1)CCC2
8) COCC(C)n1c(SCC(=O)NC(=O)Cc2ccccc2)nc2ccccc2c1=O (stereo not given)
9) CCN(C[C@H]1N[C@@](CC)(C(=O)OC)[C@H]2C(=O)N(C)C(=O)[C@@H]12)C(=O)c1ccc(F)cc1
10) CN(C)c1cccc(C(=O)OC(C(=O)Nc2ccc(Cl)cc2C(F)(F)F)c2ccccc2)c1 (stereo not given)

compound no.,1,2,3,4,5,6,7,8,9,10
MPTP inh,4.0,-1.1,-0.9,-1.3,0.4,0.2,-0.6,2.0,-0.7,3.9
CCR6 antag,12,0,23,16,-7,6,12,11,-7,0
CXCR6 inh,8,-1,5,19,1,-1,7,-2,-9,6
EBI2 block,5,-1,-7,-1,11,2,2,-1,-5,2
A3A deaminase,0,.,-1,-2,5,-4,-1,-3,-1,-1
Gli-Sufu block,-20,4,-5,10,-1,4,-3,0,2,0
NR3A LBD binder,-2,-1,-1,-1,-3,2,0,-1,-1,-3
APOBEC3G inh,-5,.,1,-13,2,-11,-10,-6,-4,0

11) CCOc1ccc(C2OCCC(C)O2)cc1OC (stereo not given)
12) CCc1ccc(C(=O)OCC(=O)N2CCCCCC2)cc1
13) Cc1ccc(NC(=O)c2ccc(=O)n(CC(=O)Nc3ccccc3)n2)cc1
14) COCCCn1c(SCc2ccc(OC)cc2)nc2cc(OC)c(OC)cc2c1=N
15) CCOc1ccc(NC(=O)COc2ccc(C(=O)NCCc3ccccc3)cc2)cc1
16) Cc1ccc(Sc2c(C#N)c(-c3ccccc3)nn2C)cc1
17) COc1ccc(-c2cc(C#N)nc(NN)n2)cc1
18) CNC(=O)c1cc2cc(OC)ccc2n1CCN(Cc1ccccc1)Cc1ccccc1
19) CCOC(=O)c1nnn(CC(=O)Nc2cccc(OC)c2)c1C(=O)OCC
20) COC(=O)Nc1ccc(S(=O)(=O)NC2CCS(=O)(=O)C2)cc1 (stereo not given)

compound no.,11,12,13,14,15,16,17,18,19,20
MPTP inh,-1.0,3.9,-0.7,5.0,-6.8,2.1,0.7,1.7,0.8,0.0
CCR6 antag,4,9,0,0,21,7,24,18,-6,-7
CXCR6 inh,-5,0,-1,12,2,1,27,3,-1,0
EBI2 block,4,-3,6,28,-17,1,13,27,-8,-5
A3A deaminase,.,-3,-2,-5,0,-3,5,3,1,0
Gli-Sufu block,4,-5,-2,19,9,-20,-5,2,1,11
NR3A LBD binder,-3,2,0,-12,-1,2,2,-2,-1,0
APOBEC3G inh,.,-3,-2,-8,-6,-6,2,-4,0,-4

21) NC(=S)N/N=C/c1ncc(C(F)(F)F)cc1Cl
22) CN(C)S(=O)(=O)c1ccc(-c2cn3ccccc3n2)cc1
23) O=C(NNC(=S)NC1CCCCC1)c1ccc(Cl)s1
24) O=c1c(-c2ccc(F)cc2)coc2c3c(ccc12)OCCO3
25) CCNc1ccc(S(=O)(=O)N(C)C)cc1NCC(=O)Nc1ccc(F)c(Cl)c1
26) COc1ccc(-c2cc(C)no2)cc1S(=O)(=O)N1CCOc2ccc(Cl)cc21
27) CC[C@@]1(C(=O)OC)N[C@H](CN(C)S(=O)(=O)c2ccc(-c3ccccc3)cc2)[C@@H]2C(=O)N(C)C(=O)[C@@H]21
28) O=C(CCc1nc2ccccc2s1)Nc1cccnc1
29) CCCCn1c(N)c(N(CC(C)C)C(=O)Cn2c(=O)cnc3ccccc32)c(=O)[nH]c1=O
30) COC(=O)c1ccc(C(=O)OC)c(NC(=O)CSc2nnc(-c3ccccc3Cl)o2)c1
31) CN(C)c1ccc(CN(C(=O)c2cc3ccccc3oc2=O)C2CCS(=O)(=O)C2)cc1 (stereo not given)
32) COc1cccc(N/C(=N/C(=S)Nc2ccc(C)cc2C)Nc2nc(C)cc(C)n2)c1

compound no.,21,22,23,24,25,26,27,28,29,30,31,32
MPTP inh,0.6,1.2,4.1,0.9,59*,5.3,-0.7,0.9,-0.7,-4.4,-2.3,2.9
CCR6 antag,74*,-19,6,6,7,-4,-2,-6,-16,-15,9,10
CXCR6 inh,61*,-5,0,1,-10,-2,1,-11,5,1,8,14
EBI2 block,4,7,7,6,14,1,1,-9,-9,-3,-1,9
A3A deaminase,-3,-1,-6,2,1,-2,-4,5,1,-12,-4,0
Gli-Sufu block,53,-80,-12,-56,17,17,-2,-3,-13,98*,-31,-6
NR3A LBD binder,4,-1,-3,1,-3,-3,0,1,.,1,1,4
APOBEC3G inh,4,-2,-6,3,3,-1,-5,-4,1,-4,-3,10

# From compound 20 up to 32, as listed above:
20) COC(=O)Nc1ccc(S(=O)(=O)NC2CCS(=O)(=O)C2)cc1 (stereo not given)
21) NC(=S)N/N=C/c1ncc(C(F)(F)F)cc1Cl
22) CN(C)S(=O)(=O)c1ccc(-c2cn3ccccc3n2)cc1
23) O=C(NNC(=S)NC1CCCCC1)c1ccc(Cl)s1
24) O=c1c(-c2ccc(F)cc2)coc2c3c(ccc12)OCCO3
25) CCNc1ccc(S(=O)(=O)N(C)C)cc1NCC(=O)Nc1ccc(F)c(Cl)c1
26) COc1ccc(-c2cc(C)no2)cc1S(=O)(=O)N1CCOc2ccc(Cl)cc21
27) CC[C@@]1(C(=O)OC)N[C@H](CN(C)S(=O)(=O)c2ccc(-c3ccccc3)cc2)[C@@H]2C(=O)N(C)C(=O)[C@@H]21
28) O=C(CCc1nc2ccccc2s1)Nc1cccnc1
29) CCCCn1c(N)c(N(CC(C)C)C(=O)Cn2c(=O)cnc3ccccc32)c(=O)[nH]c1=O
30) COC(=O)c1ccc(C(=O)OC)c(NC(=O)CSc2nnc(-c3ccccc3Cl)o2)c1
31) CN(C)c1ccc(CN(C(=O)c2cc3ccccc3oc2=O)C2CCS(=O)(=O)C2)cc1 (stereo not given)

compound no.,20,21,22,23,24,25,26,27,28,29,30,31
MPTP inh,0.0,0.6,1.2,4.1,0.9,59*,5.3,-0.7,0.9,-0.7,-4.4,-2.3
CCR6 antag,-7,74*,-19,6,6,7,-4,-2,-6,-16,-15,9
CXCR6 inh,0,61*,-5,0,1,-10,-2,1,-11,5,1,8
EBI2 block,-5,4,7,7,6,14,1,1,-9,-9,-3,-1
A3A deaminase,0,-3,-1,-6,2,1,-2,-4,5,1,-12,-4
Gli-Sufu block,11,53,-80,-12,-56,17,17,-2,-3,-13,98*,-31
NR3A LBD binder,0,4,-1,-3,1,-3,-3,0,1,.,1,1
APOBEC3G inh,-4,4,-2,-6,3,3,-1,-5,-4,1,-4,-3

32) COc1cccc(N/C(=N/C(=S)Nc2ccc(C)cc2C)Nc2nc(C)cc(C)n2)c1

compound no.,32
MPTP inh,2.9
CCR6 antag,10
CXCR6 inh,14
EBI2 block,9
A3A deaminase,0
Gli-Sufu block,-6
NR3A LBD binder,4
APOBEC3G inh,10
